KDM4E inh: blocks human JMJD2E demethylase activity | 1.6% of 230,000 active | JMJD2E catalytic domain, FDH-coupled NADH fluorescence (FDH is formaldehyde dehydrogenase) | Potency, µM (doses to about 57.1 µM), for inactives: at the highest dose activity change, negative = inhibition, hits mostly inhibitors | B2RXH2; active = well fitted inhibition curve with a large enough effect, not every such curve was filed as active; inconclusive = small, poorly fitted or top-dose-only effect, or another doubt; inactive = no such curve, though single readings can be large or run the other way;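 note: 0% = wells with enzyme and -100% = buffer wells without enzyme; nearly all actives have a fitted effect of over 50% in size; many of its hits are not listed in these tables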
Target sequence (B2RXH2 1-337 limits assumed): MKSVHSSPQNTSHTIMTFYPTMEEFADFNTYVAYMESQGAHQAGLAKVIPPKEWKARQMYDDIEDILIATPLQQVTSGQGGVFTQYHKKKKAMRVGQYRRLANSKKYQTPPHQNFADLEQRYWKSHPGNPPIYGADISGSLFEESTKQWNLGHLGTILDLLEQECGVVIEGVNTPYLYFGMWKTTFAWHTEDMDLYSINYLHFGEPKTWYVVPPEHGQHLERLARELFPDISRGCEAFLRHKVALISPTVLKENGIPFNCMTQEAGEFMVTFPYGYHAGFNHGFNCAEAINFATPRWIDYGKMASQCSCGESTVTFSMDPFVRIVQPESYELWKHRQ
Tau fluor cs: counter-screen for tau fibril formation inhibitors; tau K18 P301L Alexa594 fluorescence, heparin fibrillization; Potency, µM (top dose mostly 57.7 µM), for the others: at the top dose activity change, negative = decrease; 0.93% of 280,000 active; AID 1463; note: % is set by controls: 0 for no effect and ±100 for the full control effect; nearly all actives have a fitted effect of over 55% in size
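Human tau K18 P301L (15 uM unlabeled, 0.24 uM Alexa 594-labeled) in 100 mM sodium acetate pH 7 with 20 uM heparin, 6 hr at 37 C. ThT 30 uM added, 1 hr ambient; Alexa 594 FP and total fluorescence read at 555/632 nm.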
SMN2 splice up: enhancers of SMN2 splice variant expression | HEK293 SMN2-luciferase splicing reporter, luminescence, 30-36 h | Potency, µM (titrated, usually from 46.1 µM), inactives show at the top dose activity change, positive = activation, most hits filed as activators | 2.8% of 210,000 active | AID 1458; note: % of control where 0% means no effect; nearly all actives have a fitted effect of over 55% in size
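HEK293 cells carry an SMN2 […]–luciferase reporter in which exon 7 inclusion puts luciferase in frame. Cells were plated 10-12 h before compound addition, then incubated 30-36 h at 37C. ONE-Glo luminescence was read; sodium butyrate at 4.5 mM final served as control.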
Tau FP inhib: tau fibrillization inhibition (FP); P10636; K18 P301L tau heparin fibrillization, Alexa594 FP, 6 h; Potency, µM (top dose mostly 57.7 µM), inactives show at the highest dose activity, negative = inhibition, usual class: inhibitors; 0.39% of 280,000 active; AID 1468; note: % is set by controls: 0 for no effect and ±100 for the full control effect; nearly all actives have a fitted effect of over 55% in size
Target sequence (P10636 561-689 P618L limits assumed): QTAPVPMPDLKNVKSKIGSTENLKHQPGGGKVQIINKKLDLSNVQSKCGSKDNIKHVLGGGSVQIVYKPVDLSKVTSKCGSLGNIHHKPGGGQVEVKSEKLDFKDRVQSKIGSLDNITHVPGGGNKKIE
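Quantitative HTS format: compounds meet 15 uM recombinant K18 P301L tau and Alexa 594-tau tracer in 100 mM sodium acetate pH 7; 20 uM heparin triggers fibrillization at 37 C over 6 hr; FP gives the signal.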
ALDH1A1 block: blocks purified human ALDH1A1 activity. P00352. Purified ALDH1A1, NADH fluorescence, propionaldehyde substrate. Potency, µM (top dose mostly 75.3 µM), without a hit: at the highest dose activity, negative = inhibition, hits mostly inhibitors. 7.3% of 220,000 active. AID 1030; active = well fitted inhibition curve with a large enough effect, not every such curve was filed as active; inconclusive = small, poorly fitted or top-dose-only effect, or another doubt; inactive = no such curve, though single readings can be large or run the other way;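 note: plate controls were no enzyme wells and a reference inhibitor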
Target sequence (P00352 whole entry, looked up): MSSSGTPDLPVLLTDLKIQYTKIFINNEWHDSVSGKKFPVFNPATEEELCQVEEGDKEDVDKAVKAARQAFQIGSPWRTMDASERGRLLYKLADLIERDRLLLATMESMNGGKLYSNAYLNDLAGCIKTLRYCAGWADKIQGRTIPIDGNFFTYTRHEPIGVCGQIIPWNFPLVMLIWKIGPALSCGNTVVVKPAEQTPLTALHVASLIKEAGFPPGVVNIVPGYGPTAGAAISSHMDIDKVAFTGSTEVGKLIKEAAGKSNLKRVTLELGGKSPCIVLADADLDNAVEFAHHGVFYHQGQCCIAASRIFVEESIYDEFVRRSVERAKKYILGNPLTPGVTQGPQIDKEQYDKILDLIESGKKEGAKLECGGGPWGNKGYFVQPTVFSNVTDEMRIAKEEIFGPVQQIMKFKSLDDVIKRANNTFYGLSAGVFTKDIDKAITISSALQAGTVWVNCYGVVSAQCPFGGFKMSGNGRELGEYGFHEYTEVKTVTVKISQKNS
Tau fibril ThT: inhibitors of human tau fibril formation, thioflavin T binding. AID 1460. Potency, µM (highest dose often 57.4 µM), inactives show at the highest dose activity, negative = inhibition, most hits filed as inhibitors. P10636. 2.1% of 270,000 active. recombinant tau K18 P301L (four-repeat tau fragment), heparin-induced fibrillization, ThT fluorescence; note: % is set by controls: 0 for no effect and ±100 for the full control effect; nearly all actives have a fitted effect of over 55% in size
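Recombinant human tau K18 fragment […] carrying P301L, 15 uM unlabeled plus 0.24 uM Alexa 594-labeled, was fibrillized with 20 uM heparin in 100 mM sodium acetate pH 7 for 6 hr at 37 C; 30 uM ThT fluorescence read after 1 hr.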
HttQ103 aggreg: reduces HttQ103-GFP aggregates in PC12 cells; Potency, µM (highest dose often 46.1 µM), inactives show at the top dose activity change, negative = inhibition, usual class: inhibitors; 1.1% of 220,000 active; PC12 HttQ103-GFP aggregates, Acumen cytometry, 40 h; note: % is set by controls: 0 for no effect and ±100 for the full control effect; nearly all actives have a fitted effect of over 60% in size
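Compounds (qHTS titration) were added to PC12 cells expressing an ecdysone-driven HTT exon 1 Q103–GFP fusion after induction with 100 nM tebufenozide. Aggregate formation was measured as GFP objects in cell lysates.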
HTT cytoprotect: protects HTT-Q103 PC12 cells, measured by ATP | PC12 HTT-Q103 induced, cytoprotection, ATP luminescence, 40 h | Potency, µM (top dose mostly 56.4 µM), inactives show cytoprotection (ATP increase), usual class: activators | 0.14% of 230,000 active;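 note: % of control where 0% means no effect; nearly all actives have a fitted effect of over 45% in size; toxic huntingtin expression switched on by the ecdysone agonist tebufenozide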
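Compounds added alongside 100 nM tebufenozide, which induces toxic Q103 huntingtin exon 1-GFP in stable PC12 cells; surviving cells quantified by luminescent ATP measurement. Medium: phenol red-free DMEM, 5% equine and 5% calf serum.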
The depositor's hits bear a star; ? = inconclusive; · = no result given; [ ] = remark or other dose. Unless noted, calls come from the whole dose curve; as a rule, active = well fitted curve in the direction sought with a large enough effect; inconclusive = small, poorly fitted or top-dose-only effect, or another doubt; inactive = no such curve, though single readings can be large; an effect the other way counts as inactive or inconclusive. Potency is the fitted concentration of half-maximal effect. An excerpt; the hit share may differ from the screen's.

SMILES	KDM4E inh	Tau fluor cs	SMN2 splice up	Tau FP inhib	ALDH1A1 block	Tau fibril ThT	HttQ103 aggreg	HTT cytoprotect
CCCc1nnc(NC(=O)CC(=O)OCC)s1	-3%	5%	·	6%	?	8%	18%	-10%
S=c1[nH]nc(Cc2ccccc2)n1-c1ccc(Cl)cc1	-10%	11%	3%	2%	?	12%	4%	4%[10 µM]
CCOC(=O)C1(Cc2ccccc2Cl)CCN(C(=O)CN2CCOC2=O)CC1	7%	-3%	·	-3%	-4%	-8%	-14%	-22%
CCC(/C=C/C(C)C1CCC2C3CCC4=CC(=O)CC[C@@]4(C)C3CC[C@@]12C)C(C)C (stereo partly specified)	2%	-4%	5%	-9%	8%	0%	·	·
COc1cc(CNCCc2c[nH]c3ccccc23)cc(Cl)c1OCC(N)=O	-30%	-12%	·	-5%	16µM*	-16%	17%[9.22 µM]	8%[10 µM]
CCCCNC(=O)c1onc(CSc2ccc(Cl)cc2)c1C(=O)O	-4%	-3%	-2%	1%	14%	-12%	-1%	-1%
Cc1c(O)ccc(C(=O)COc2ccc(F)cc2)c1O	-10%	-12%	·	1%	18µM*	-19%	?	-25%
CC(=O)Nc1nc2cccc([N+](=O)[O-])c2s1	-6%	-1%	4%	4%	-4%	-6%	·	·
Cn1c(SCC(=O)Nc2ccc3cn[nH]c3c2)nnc1-c1cnccn1	2%	-6%	-8%	-1%	1%	?	0%	-1%
COc1ccc(-c2cc(CCCC(=O)NCCc3ccccc3)no2)cc1	0%	-7%	·	-2%	·	·	-6%[9.22 µM]	-24%[10 µM]
Cc1ccccc1NC(=O)CCSc1nnnn1-c1ccccc1	-1%	2%	2%	9%	8.9µM*	-1%	0%	-19%[10 µM]
O=C(NCCN1CCN(C(=O)C(c2ccccc2)c2ccccc2)CC1)C(=O)Nc1ccccc1	11%	-6%	7%	-3%	-6%	-10%	7%	-85%[inhibitor]
CCc1[nH]nc2c1C(C1C=CCCC1)C(C#N)=C(N)O2 (stereo unspecified)	2%	-8%	-20%	0%	-8%	-8%	3%	-159%[inhibitor]
Clc1ccc2nc(-c3ccc(N4CCOCC4)cc3)c(Nc3ccccc3)n2c1	·	-24%	2%	2%	·	-12%	·	·
c1ccc2c(COn3nnc4ccccc43)cccc2c1	-3%	-24%	·	-7%	-64%	-15%	3%	0%[10 µM]
COc1ccc(/C=C(/NC(=O)c2ccccc2)c2nc3ccccc3[nH]2)cc1OC	1%	5%	8%	2%	4%	12%	6%	-17%
O=C(CSc1nnc(COc2ccccc2F)n1-c1ccccc1)NCc1ccco1	-5%	-3%	-10%	2%	-9%	-9%	19%	5%
O=C(c1cc(N2C(=O)C3C4CCC(C4)C3C2=O)ccc1Cl)N1CCN(c2ccccc2)CC1 (stereo unspecified)	7%	-3%	-35%	10%	4%	-11%	-4%	-15%[10 µM]
O=c1c(Oc2ccccc2Br)c(C(F)(F)F)oc2c(CN3CCCC3)c(O)ccc12	8%	-3%	-14%	0%	-16%	-10%	19%	-25%
COc1ccccc1NS(=O)(=O)c1ccc(NC(=O)CCNC(=O)c2ccco2)cc1	6%	-24%	-1%	3%	-5%	-5%	-1%	-5%[10 µM]
CN(C)c1nc(-c2cccs2)cc(C(F)(F)F)c1C#N	?	-9%	·	-1%	?	-1%	11%[9.22 µM]	9%[10 µM]
C=CCOc1c(Br)cc(CNc2ccc(NC(=O)C(C)C)c(OC)c2)cc1OCC	-3%	?	-9%	-3%	?	?	-4%	1%[10 µM]
COCCNC(=O)CCn1nc(-c2ccc(Cl)cc2)c2ccccc2c1=O	·	-3%	-21%	-1%	·	0%	·	·
COc1ccc2nc3oc(C(=O)N4CCN(c5ccccc5F)CC4)cc3cc2c1	?	-3%	-12%	0%	-16%	-11%	-8%	2%[10 µM]
O=C(Nc1ccc(Nc2ccccc2)cc1)C1CC1	-2%	?	26%	8%	-7%	?	-2%	-8%[10 µM]
SMILES	KDM4E inh	Tau fluor cs	SMN2 splice up	Tau FP inhib	ALDH1A1 block	Tau fibril ThT	HttQ103 aggreg	HTT cytoprotect
Cc1oc2ccc(OCc3ccc(Cl)cc3)cc2c1C(=O)O	-19%	-9%	·	7%	·	-6%	5%[9.22 µM]	-14%[10 µM]
CCOC(=O)C1CCCN(C(=O)C2CCN(S(=O)(=O)c3cccs3)CC2)C1 (stereo unspecified)	3%	-5%	-3%	1%	5%	-7%	8%[9.22 µM]	9%
Cc1[nH]nc2c1C(c1ccccn1)N(c1ccc(Br)cc1)C2=O (stereo unspecified)	3%	-8%	5%	?	4%	-1%	-14%	-33%
COc1ccc(CCNC(=O)C2CCCN(C(=O)N(C)C)C2)c(OC)c1 (stereo unspecified)	-4%	7%	?	1%	2%	2%	19%	17%
Cc1ccc(NC(=O)c2cc(NC(=O)CCCC(=O)O)ccc2Cl)cc1Cl	11%	-4%	17%	-3%	-10%	-5%	-6%	-9%
CCc1ccc(N=C2NC(=O)CC(C(=O)Nc3ccc(OC)cc3)S2)cc1 (stereo unspecified)	·	-15%	-3%	-2%	·	-17%	·	·
COC(=O)c1c(NC(=O)C2CC=CCC2C(=O)O)sc(C)c1C (stereo unspecified)	?	-7%	26%	-2%	?	-9%	24%	23%[10 µM]
CC(C)CCOCC(O)CCC(=O)NNC(=S)Nc1ccccc1 (stereo unspecified)	-1%	-1%	11%	14%	?	-13%	0%	12%[10 µM]
Cc1cc(C)c2c(CC(=O)Nc3c(C(=O)Nc4ccc(Cl)cc4)oc4ccccc34)coc2c1	·	-13%	14%	?	·	14%	·	·
CCOc1ccc(C(=O)NCC(=O)OCc2c(C)noc2C)cc1	-3%	-9%	3%	-3%	-10%	-9%	7%	21%[1.9 µM]
COc1ccc(CNC(=O)c2cc3cc(OC)ccc3oc2=O)cc1	·	-13%	-7%	-12%	·	-10%	·	·
O=C(Oc1ccccc1/C=C\C(=O)c1cc2ccccc2o1)c1cccc(F)c1	-1%	-12%	-106%[inhibitor]	8%	8.9µM*	?	?	8%[10 µM]
CC(C)C(c1nnnn1Cc1ccccc1)N(Cc1ccco1)Cc1cccs1 (stereo unspecified)	0%	-6%	-11%	-1%	?	-12%	?	-5%
Cc1cc(C)c2c(c1)-c1c(ssc1=S)C(C)(C)N2C(=O)CSc1nncn1C	-1%	-6%	-7%	6%	?	?	-16%	10%[10 µM]
CCN=C1SC(C(=O)Nc2cccc(Cl)c2)CC(=O)N1CC (stereo unspecified)	3%	-8%	-25%	1%	4%	-1%	?	?
CCOC(=O)Cn1cnc2c(nnn2Cc2ccc(Cl)cc2)c1=O	-3%	-9%	?	-6%	-6%	-10%	-10%	-13%
NNC(=O)c1cccc(O)c1	63%[activator]	-5%	2%	-5%	?	3%	-5%	-13%[1.9 µM]
CC(=O)Nc1ccc(CN2CCN(C3CCCC3)C(CCO)C2)cc1 (stereo unspecified)	1%	1%	·	-2%	6%	-1%	13%	-4%
COc1cc([N+](=O)[O-])cc(/C=N/NC(=O)Cn2cncn2)c1O	14µM*	-7%	·	-7%	·	-24%	-24%[9.22 µM]	12%[10 µM]
COc1ccc(C2=C(N3CCN(c4cccc(C)c4C)CC3)c3ccccc3C2=O)cc1	·	?	-11%	13%	·	?	·	·
COC(=O)c1ccc(NC(=O)[C@H](C)NC(N)=O)cc1	1%	-4%	·	-6%	·	·	-11%[9.22 µM]	25%[10 µM]
CCOC(=O)CSc1nnc(C2CCCCC2)n1C	4%	0%	-12%	-2%	13%	-7%	26%	4%

Three entries already listed, sorted by the number in Tau FP inhib, lowest first:
| Compound | KDM4E inh | SMN2 splice up | Tau FP inhib | ALDH1A1 block | Tau fibril ThT | HttQ103 aggreg |
| --- | --- | --- | --- | --- | --- | --- |
| Cc1cc(C)c2c(c1)-c1c(ssc1=S)C(C)(C)N2C(=O)CSc1nncn1C | -1% | -7% | 6% | ? | ? | -16% |
| O=C(Oc1ccccc1/C=C\C(=O)c1cc2ccccc2o1)c1cccc(F)c1 | -1% | -106%[inhibitor] | 8% | 8.9µM* | ? | ? |
| CC(C)CCOCC(O)CCC(=O)NNC(=S)Nc1ccccc1 (stereo unspecified) | -1% | 11% | 14% | ? | -13% | 0% |

Already shown: entries from further up.
SMILES	KDM4E inh	Tau fluor cs	SMN2 splice up	Tau FP inhib	ALDH1A1 block	Tau fibril ThT	HttQ103 aggreg	HTT cytoprotect
Cc1cc(C)c2c(c1)-c1c(ssc1=S)C(C)(C)N2C(=O)CSc1nncn1C	-1%	-6%	-7%	6%	?	?	-16%	10%[10 µM]
CCN=C1SC(C(=O)Nc2cccc(Cl)c2)CC(=O)N1CC (stereo unspecified)	3%	-8%	-25%	1%	4%	-1%	?	?
CCOC(=O)Cn1cnc2c(nnn2Cc2ccc(Cl)cc2)c1=O	-3%	-9%	?	-6%	-6%	-10%	-10%	-13%
NNC(=O)c1cccc(O)c1	63%[activator]	-5%	2%	-5%	?	3%	-5%	-13%[1.9 µM]

Pulled by structure from the list above, four records:
SMILES	KDM4E inh	Tau fluor cs	SMN2 splice up	Tau FP inhib	ALDH1A1 block	Tau fibril ThT	HttQ103 aggreg	HTT cytoprotect
Cc1cc(C)c2c(CC(=O)Nc3c(C(=O)Nc4ccc(Cl)cc4)oc4ccccc34)coc2c1	·	-13%	14%	?	·	14%	·	·
O=C(Oc1ccccc1/C=C\C(=O)c1cc2ccccc2o1)c1cccc(F)c1	-1%	-12%	-106%[inhibitor]	8%	8.9µM*	?	?	8%[10 µM]
CCN=C1SC(C(=O)Nc2cccc(Cl)c2)CC(=O)N1CC (stereo unspecified)	3%	-8%	-25%	1%	4%	-1%	?	?
CC(=O)Nc1ccc(CN2CCN(C3CCCC3)C(CCO)C2)cc1 (stereo unspecified)	1%	1%	·	-2%	6%	-1%	13%	-4%
